Eya2 inh: inhibitors of human Eya2 phosphatase activity; recombinant Eya2, OMFP fluorescence dephosphorylation (OMFP is methylfluorescein phosphate); Potency, µM (highest dose often 76.9 µM), without a hit: at the highest dose activity, negative = inhibition, hits mostly inhibitors; 330,000 tested, 0.006% active; further: potency means the concentration at half of the fitted maximal effect; on the % scale 0 is the no-effect control and ±100 the full control effect
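Eya2 protein (added as 0.2 uM solution) was preincubated with compound for 10 min at ambient temperature in 50 mM HEPES pH 7.5, 50 mM NaCl, 5 uM MgCl2, 0.05% BSA, 1 mM DTT. OMFP (added at 50 uM) then reacted 10 min; fluorescence read at 485/525 nm.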
USP2a inh: USP2a (human) protease inhibition | O75604 | USP2 core, Ub-CHOP2 coupled fluorogenic reporter, 485/531 | Potency, µM (highest dose often 38.3 µM), for the others: at the top dose activity change, negative = inhibition, usual class: inhibitors | 330,000 tested, 0.01% active | AID 463254;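 further: potency means the concentration at half of the fitted maximal effect; plate controls were DMSO wells for no effect and full inhibition by NEM control for full effect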
Target sequence (O75604 whole entry, looked up): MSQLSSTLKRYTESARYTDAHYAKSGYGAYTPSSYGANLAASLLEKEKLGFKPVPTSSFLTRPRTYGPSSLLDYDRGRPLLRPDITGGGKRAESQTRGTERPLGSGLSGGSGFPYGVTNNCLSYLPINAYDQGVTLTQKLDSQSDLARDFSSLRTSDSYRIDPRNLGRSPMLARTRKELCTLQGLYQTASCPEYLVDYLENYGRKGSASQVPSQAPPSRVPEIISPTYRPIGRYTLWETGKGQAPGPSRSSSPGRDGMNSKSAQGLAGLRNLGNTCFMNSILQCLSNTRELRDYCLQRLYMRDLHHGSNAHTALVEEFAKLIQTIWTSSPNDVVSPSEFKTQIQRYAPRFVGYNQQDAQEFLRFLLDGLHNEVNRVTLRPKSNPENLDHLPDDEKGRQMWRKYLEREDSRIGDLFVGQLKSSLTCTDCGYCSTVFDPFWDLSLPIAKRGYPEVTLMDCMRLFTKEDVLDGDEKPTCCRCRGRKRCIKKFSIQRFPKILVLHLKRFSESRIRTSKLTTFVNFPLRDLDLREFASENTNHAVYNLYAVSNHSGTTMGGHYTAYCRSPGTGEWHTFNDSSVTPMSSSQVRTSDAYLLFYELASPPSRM
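USP2 core (10nM final) preincubated 30min RT with compound in 20mM Tris-HCl pH 8.0, 2mM CaCl2, 2mM beta-mercaptoethanol, 0.05% CHAPS; 25nM Ub-CHOP2 plus 25nM reporter substrate added, fluorescence (Ex485/Em531) read after 60min.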
GALK inhibitor: blocks human galactokinase activity. P51570. Purified GALK, Kinase-Glo residual ATP luminescence. Potency, µM (doses to about 57.5 µM), without a hit: at the highest dose activity change, negative = inhibition, most hits filed as inhibitors. 270,000 tested, 0.007% active. AID 1868; further: potency means the concentration at half of the fitted maximal effect; on the % scale 0 is the no-effect control and ±100 the full control effect
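Luminescence from leftover ATP (Ultra-Glo luciferase/luciferin) served as read-out after a 1 h room-temperature reaction of 5 nM GALK with 35 uM ATP and 100 uM galactose.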
BCR signal inh: inhibitors of chronic active B-cell receptor signaling | ABC-DLBCL IkBa-CBG/CBR reporter, luminescence ratio, 4 h | 340,000 tested, 0.05% active | Potency, µM (highest dose often 46.1 µM), inactives show at the highest dose ratio change, negative = lower green/red ratio, actives largely listed as inhibitors; active means well fitted inhibition curve with a large enough effect in the signal ratio, with a control signal flat, not every such curve was filed as active; inconclusive means small, poorly fitted or top-dose-only effect, or effect the other way, or a change in a side signal; the % refers to the signal ratio;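 further: potency means the concentration at half of the fitted maximal effect; plate controls were basal doxycycline-induced cells for no effect and cells given 10 µM MG132 for full effect; MG132 reads +100%, hits lower the ratio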
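TMD8 ABC-DLBCL cells carrying doxycycline-inducible green luciferase fused to IkappaBalpha plus unfused red luciferase were exposed to compounds (up to 46 uM) for 4 hrs at 37C. Activity came from the overlap-corrected green/red luminescence ratio.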
KCNH2 WT inh: blocks the wildtype human KCNH2 potassium channel | Q12809 | U2OS, BacMam KCNH2, thallium flux FluxOr; stronger effect = lower value | activity change, % at 1.84 µM | 340,000 tested, 0.37% active | AID 720551;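 active means maximum activity change below -70%; inconclusive means maximum activity change between -70% and -50%; inactive means maximum activity change above -50%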; further: on the % scale 0 is the no-effect control and ±100 the full control effect
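U2OS cells transduced with wild-type KCNH2 virus are loaded with FluxOr dye for 45 min, and thallium flux is measured in kinetic reads before and after stimulation buffer. Rate constants are normalized to DMSO controls.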
TSHR antag: antagonists of human thyroid stimulating hormone receptor | 330,000 tested, 0.2% active | activity change, negative = inhibition, % at 11.5 µM | TSHR-expressing cells, TSH-stimulated cAMP HTRF, 2 h; stronger effect = lower value | AID 504810;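 active means activity change below a set negative limit, meaning inhibition stronger than a set level, cut at about -70% in these data; inconclusive means activity change between two set negative limits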; further: on the % scale 0 is the no-effect control and ±100 the full control effect
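Competitive HTRF cAMP read-out (cryptate anti-cAMP antibody, cAMP-d2; 30 min, room temperature) in freshly harvested TSHR cells. Compounds added before TSH at EC80 (4nM final), followed by 2 hours' incubation at 37 deg C.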
PKM2 activator: activators of human pyruvate kinase M2; purified PKM2, Kinase-Glo ATP luminescence, activation; response scale: 0% is enzyme alone, no compound; Potency, µM (top dose mostly 57.5 µM), without a hit: at the top dose activation, hits mostly activators; 260,000 tested, 0.34% active; AID 1631; further: potency means the concentration at half of the fitted maximal effect; on the % scale 0 is the no-effect control and ±100 the full control effect; nearly all actives have a fitted effect of over 55% in size
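ATP formation by purified human PK-M2, quantified via coupled luciferase luminescence after 1 h at room temperature with 0.1 mM ADP and 0.5 mM PEP final.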
MBNL1 CUG block: blocks human MBNL1 binding to CUG repeat RNA; TR-FRET MBNL1-His/biotin-(CUG)12 binding, 665/545 ratio; Potency, µM (series often up to 57.5 µM), for the others: top-dose activity change, negative = inhibition, most hits filed as inhibitors; 280,000 tested, 0.036% active; AID 2675; active means well fitted inhibition curve with a large enough effect in the signal ratio, with a control signal flat, not every such curve was filed as active; inconclusive means small, poorly fitted or top-dose-only effect, or effect the other way, or a change in a side signal; inactive means no such curve, though single readings can be large or run the other way; the % refers to the signal ratio; further: potency means the concentration at half of the fitted maximal effect; on the % scale 0 is the no-effect control and ±100 the full control effect
Target sequence (Q9NR56 whole entry, looked up): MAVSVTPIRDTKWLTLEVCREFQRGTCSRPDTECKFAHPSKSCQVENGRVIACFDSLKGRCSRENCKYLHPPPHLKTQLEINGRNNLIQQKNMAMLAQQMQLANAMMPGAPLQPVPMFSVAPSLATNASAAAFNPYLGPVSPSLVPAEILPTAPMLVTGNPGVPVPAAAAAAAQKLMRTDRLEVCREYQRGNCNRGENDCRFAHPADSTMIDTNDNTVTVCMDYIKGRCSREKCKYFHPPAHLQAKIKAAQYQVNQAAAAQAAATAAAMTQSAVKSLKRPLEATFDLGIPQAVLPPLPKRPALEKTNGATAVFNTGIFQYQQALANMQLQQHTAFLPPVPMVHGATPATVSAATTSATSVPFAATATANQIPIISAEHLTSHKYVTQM
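TR-FRET between His-tagged MBNL1 and biotin-(CUG)12 RNA, detected with Tb anti-His antibody (0.055 ng/ul) and streptavidin-XL665 (5 nM), 60 min at room temperature. Compounds titrated 92 nM to 58 uM; 665/545 nm ratio normalized to buffer and complex controls.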
Mito fusion act: inhibitors of mitochondrial division or activators of mitochondrial fusion | S. cerevisiae fusion-defective mutant growth rescue, CellTiterGlo 48 h | Potency, µM (highest dose often 46.1 µM), inactives show at the highest dose growth rescue (activation), actives largely listed as activators | 320,000 tested, 0.23% active | AID 485298;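 further: potency means the concentration at half of the fitted maximal effect; % of control where 0% means no effect; nearly all actives have a fitted effect of over 45% in size; temperature-sensitive fusion mutants such as fzo1-1 at 37 °C on non-fermentable ethanol glycerol medium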
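Growth-rescue viability read-out: after 48 h at the non-permissive 37C in glycerol/ethanol YPEG, yeast mitochondrial fusion mutants are measured by CellTiterGlo luminescence; compounds (23 nl pinned per well) restoring growth score as division inhibitors or fusion activators.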
S-ASM inh: inhibitors of human secretory acid sphingomyelinase. P17405. placental ASM, HMU-PC fluorogenic substrate, 60 min. Potency, µM (highest dose often 57.5 µM), inactives show at the highest dose activity change, negative = inhibition, actives largely listed as inhibitors. 340,000 tested, 0.006% active; further: potency means the concentration at half of the fitted maximal effect
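qHTS format. ASM enzyme prepared from human placenta hydrolyses the fluorogenic substrate HMU-PC0 (9 uM final) over 60 min at 37 °C after a 10 min compound preincubation.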
Menin MLL FP TR: menin-MLL binding inhibition, Texas Red mutant peptide; Menin + Texas Red MLL mutant peptide, fluorescence polarization; 270,000 tested, 0.23% active; AID 1768; Potency, µM (top dose mostly 61.6 µM), inactives show at the highest dose FP activity change, negative = inhibition, actives largely listed as inhibitors; O00255; active means well fitted inhibition curve with a large enough effect in the polarisation, with a control signal flat, not every such curve was filed as active; inconclusive means small, poorly fitted or top-dose-only effect, or effect the other way, or a change in a side signal; inactive means no such curve, though single readings can be large or run the other way; the % refers to the polarisation; further: potency means the concentration at half of the fitted maximal effect; % of control where 0% means no effect; many of its hits are not listed in these tables
An asterisk follows results filed as active; ? = inconclusive; . = not tested or not shown; & = joins results of further samples; ! = repeats disagree; [ ] = remark or other dose. Unless noted, the call rests on the fitted dose curve; in most records, active means well fitted curve in the direction sought with a large enough effect; inconclusive means small, poorly fitted or top-dose-only effect, or another doubt; inactive means no such curve, though single readings can be large; an effect the other way counts as inactive or inconclusive. These rows are one share of the data; count on the stated rates, not on these rows.

SMILES	Eya2 inh	USP2a inh	GALK inhibitor	BCR signal inh	KCNH2 WT inh	TSHR antag	PKM2 activator	MBNL1 CUG block	Mito fusion act	S-ASM inh	Menin MLL FP TR
Clc1ccc2c(c1)C(OC1CN3CCC1CC3)c1ccccc1CS2 (centres undefined)	-2%	-1%	-4%	?	29	-8	-1%	-20%	-8%	0%	-10%
CCc1nc2ccc(N3CCN(C)CC3)cc2nc1CC	4%	4%	-2%	2%	-3	5	0%	31%[activator]	-3%	-4%	-13%
COC(=O)C1=C(c2ccc(Cl)c(C(F)(F)F)c2)C[C@@H]2CC[C@H]1N2C(=O)NC1CCCCC1	-14%	-4%	.	?	5	2	.	.	10%	-3%	.
CSc1cccc(NS(=O)(=O)c2ccc3c(c2)oc(=O)n3C)c1	-8%	0%	2%	?	-6	8	7.9µM*	-4%	8%	-2%	20%
O=C(O)c1cc(S(=O)(=O)Nc2ccccc2C(=O)O)ccc1O	14%	0%	4%	-11%	0	11	4%	0%	0%	11%	40%[activator]
CC(C)C12CN3CCN(CC(C3)/C1=N\O)C2	-2%	3%	1%	?	-31	-7	-2%	-7%	1%	2%	-8%
O=c1c2ccccc2[nH]c(=S)n1-c1cccnc1	9%	0%	3%	0%	8	0	10%	.	-1%	-1%	.
Cc1cccc(CCNCc2cc3cc(C)cc(C)c3[nH]c2=O)c1	1%	-7%	2%	5%	9	10	3%	?	-1%	1%	-11%
CN1CCC(N(C)c2nc(-c3ccc([N+](=O)[O-])cc3)nc3ccccc23)CC1	-11%	0%	0%	?	11	15	-1%	?	-4%	-10%	1%
CN1[C@H]2CC[C@@H]1C(C(=O)N1CCOCC1)=C(O)C2	7%	5%	.	-10%	4	55	.	.	6%	1%	.
CN(C)CP(=O)(O)CN(C)C=O	5%	-1%	-1%	1%	-6	32	-1%	2%	-5%	2%	19%
O=[N+]([O-])c1ccc(N2CCCNCC2)c2ncccc12	?	1%	-5%	0%	4	-11	-1%	.	-9%	?	.
CN1CCN(c2ccc(S(=O)(=O)C(F)(F)F)cc2[N+](=O)[O-])CC1	-3%	0%	1%	-1%	16	13	-4%	?	-3%	-2%	-13%
CC(=NCCO)c1c(O)n(C2CCCCC2)c(=O)[nH]c1=O	-10%	-1%	-2%	-3%	-5	-12	-1%	-2%	3%	2%	-20%
O=C(Cc1ccccc1)OCCN1CCCCC1	-2%	2%	1%	-1%	1	-8	-2%	7%	7%	2%	-16%
COc1cc2c(cc1OC)-c1c(OC)c(OC)cc3c1C(C2)N(C)CC3 (centres undefined)	-14%	-1%	-1%	-2%	1	-14	2%	?	-2%	33%	-11%
CNC(=O)Nc1ccc(C(O)(C(=O)OC)C(F)(F)F)cc1 (centres undefined)	2%	-1%	-2%	12%	-3	6	0%	6%	1%	-3%	.
CC1(c2ccccc2)NCCN2C(=O)CSC21 (centres undefined)	.	.	8%	.	2	.	-1%	-10%	2%	2%	11%
Fc1cccc(CN2CCN(c3ccc(Cl)cc3)CC2)c1	-7%	1%	.	1%	19	-7	.	-5%	-16%	2%	4%
N#CC(C#N)=C(N)c1cccnc1	-1%	-1%	0%	-2%	-5	-8	1%	-2%	1%	3%	6%
C=CCn1c(O)c(C(C)=Nc2ccc(NC(C)=O)cc2)c(=O)[nH]c1=O	13%	0%	1%	7%	-6	9	-6%	-9%	3%	0%	4%
C=CCN1CCc2cccc3c2[C@H]1Cc1ccc(O)c(O)c1-3	-8%&-15%	-1%	-2%	-1%	17	8&-12	?	-4%	4.1µM*!	8%	7%
CCN1CCN(c2ncnc3ccc(Br)cc23)CC1	0%	0%	0%	1%	-14	9	-15%	-6%	-1%	1%	-25%
C=CP(=O)(O)c1ccccc1	16%	0%	7%	-3%	-3	22	-3%	1%	-5%	0%	0%
O=c1c(C=NCc2cccs2)c(O)n(C2CCCCC2)c(=O)n1C1CCCCC1	24%	1%	2%	2%	5	-9	8%	11%	15%	-2%	2%
SMILES	Eya2 inh	USP2a inh	GALK inhibitor	BCR signal inh	KCNH2 WT inh	TSHR antag	PKM2 activator	MBNL1 CUG block	Mito fusion act	S-ASM inh	Menin MLL FP TR
O=C1NC(=O)N(c2ccc3c(c2)OCO3)C(=O)/C1=C/c1ccc(N2CCCC2)o1	-9%	18%	.	-6%	-1	-3	0%	?	-9%	-9%	-13%
CN1CCC2(CC1)NC(=O)c1ccccc1N2	7%	6%	0%	-1%	-19	-2	-3%	0%	13%	255%[activator]	.
Cc1nn(Cc2ccccc2)c(Cl)c1C(=O)O	12%	3%	12%	0%	8	3	-2%	-5%	8%	0%	83%[activator]
O=[N+]([O-])C1=CC=C2C(=NC3(CCCCC3)N2O)C1=NCCO	-9%	2%	8%	?	-4	-26	-14%	?	-3%	-4%	-19%
NP(=O)(OCC(F)(F)F)Oc1ccc(Cl)cc1 (centres undefined)	-11%	5%	1%	5%	2	29	-1%	.	2%	3%	0%
O=c1c(/C=N/N2CCOCC2)c(O)n(-c2ccccc2)c(=S)n1-c1ccccc1	5%	3%	0%	?	-2	16	-23%	-23%	5%	3%	-23%
Fc1ccc(C(OCCN2CCCC2)c2ccc(F)cc2)cc1	-2%	0%	1%	-9%	8	3	-5%	-3%	-14%	-2%	-3%
O=C(CCn1c(=O)oc2ccc(Cl)cc21)N1CCN(c2ccccc2)CC1	-5%	2%	.	?	-6	-1	.	-3%	2%	4%	?
CC(=O)OC1N=C(c2ccccc2)c2cc(Br)ccc2N(C)C1=O (centres undefined)	7%	0%	0%	-2%	-11	10	-12%	-1%	3%	1%	-11%
O=C(CNC(=O)c1ccccc1)Nc1ccc(Br)cc1C(=O)c1ccccc1	-16%	3%	-2%	-4%	-9	-2	0%	3%	27%	-9%	-9%
Cc1cc(C(=O)CS(=O)c2ccc(F)cc2)cc(C)c1OC(=O)N(C)C (centres undefined)	-8%	4%	5%	-4%	0	1	9%	8%	8%	2%	-14%
C=CCn1c(O)c(C(C)=NCCCO)c(=O)[nH]c1=O	0%	2%	1%	6%	-5	8	3%	-8%	0%	-5%	-9%
Cc1ccc(C(c2nnnn2Cc2ccccc2)N2CC=C(c3ccc(F)cc3)CC2)cc1 (centres undefined)	-20%	0%	-2%	7%	17	20	4%	23%	-1%	-2%	3%
O=C(N/N=C/c1cc(Br)c(Br)s1)c1ccncc1	-17%	1%	1%	4%	-8	2	7%	?	1%	-4%	11%
COc1ccc2[nH]cc(CCN=C(N)N)c2c1	0%	2%	0%	10%	1	-5	6%	-5%	-1%	4%	1%
C/C(=N/OC(=O)N(C)C)c1ncc(C(F)(F)F)cc1N1CCOCC1	-8%	0%	0%	?	-1	3	-2%	-1%	0%	0%	-5%
Cc1ccc(-n2c(/C=C/c3ccccn3)nc3ccccc3c2=O)cc1	12%	-4%	3%	-7%	22	33	.	-6%	6%	24%	?
O=C(CNC(=O)OCc1ccccc1)Nc1ccc(Br)cc1C(=O)c1ccccc1Cl	-9%	-4%	-2%	1%	4	3	-14%	-9%	0%	-10%	-3%
COc1cc(C[C@@H](C)N)c(OC)cc1I	-11%	1%	3%	-1%	21	7	-8%	-7%	-27%	0%	-24%
CCOc1ccc(-n2nc3c(=S)[nH]nc(C)c3c2C)cc1	2%	2%	1%	0%	26	62	8%	?	-12%	-1%	-3%
O=C(c1ccc(F)cc1)C(Cc1ccccc1)N1CCCCC1 (centres undefined)	15%	-1%	1%	-20%	-1	0	1%	0%	-1%	8%	-10%
Cc1ccccc1N1C(=O)NC(=O)/C(=C\c2cnn(-c3ccccc3)c2)C1=O	-3%	0%	-4%	?	-6	-2	?	.	-5%	-4%	?

Compound activity deposited in PubChem by National Center for Advancing Translational Sciences (NCATS).
